Source: PubChem BioAssay
aGlu spleen mod = qHTS Assay for Inhibitors and Activators of Human alpha-Glucosidase From Spleen Homogenate; Lysosomal alpha-glucosidase (Homo sapiens), P10253; human spleen homogenate, 4-MU-alpha-glucoside fluorescence; Potency, µM (titrated, usually from 79.9 µM), for the others: at the top dose activity change, negative = inhibition, most hits filed as inhibitors; 240,000 compounds, 0.006% hits; AID 2112, 2009;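 note: 0% = enzyme with vehicle and -100% = no enzyme basal signal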
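Human spleen homogenate (1 ug) with 4-methylumbelliferyl-alpha-D-glucopyranoside (1 mM final) in 50 mM citrate/phosphate pH 5.0, 0.01% Tween-20; 40 min at 37 C. Stopped at pH 10; 4-MU fluorescence Ex 365/Em 440 nm; AC50 by Hill fit.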
Tau fluor counter = Counterscreen qHTS for Inhibitors of Tau Fibril Formation, Fluorescence Polarization. tau K18 P301L Alexa594 fluorescence, heparin fibrillization. Potency, µM (titrated, usually from 57.7 µM), inactives show at the highest dose activity change, negative = decrease. 280,000 compounds, 0.93% hits. AID 1463, 2008; note: % is set by controls: 0 for no effect and ±100 for the full control effect; nearly all actives have a fitted effect of over 55% in size
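Human tau K18 P301L (15 uM unlabeled, 0.24 uM Alexa 594-labeled) in 100 mM sodium acetate pH 7 with 20 uM heparin, 6 hr at 37 C. ThT 30 uM added, 1 hr ambient; Alexa 594 FP and total fluorescence read at 555/632 nm.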
HTT cytoprotect = qHTS Multiplex Assay to Identify Dual Action Probes in a Cell Model of Huntington: Cytoprotection (ATP); PC12 HTT-Q103 induced, cytoprotection, ATP luminescence, 40 h; Potency, µM (highest dose often 56.4 µM), inactives show cytoprotection (ATP increase), hits mostly activators; 230,000 compounds, 0.14% hits; AID 1471, 2008;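 note: % of control where 0% means no effect; nearly all actives have a fitted effect of over 45% in size; toxic huntingtin expression switched on by the ecdysone agonist tebufenozide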
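Compounds added alongside 100 nM tebufenozide, which induces toxic Q103 huntingtin exon 1-GFP in stable PC12 cells; surviving cells quantified by luminescent ATP measurement. Medium: phenol red-free DMEM, 5% equine and 5% calf serum.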
Tau fibril ThT = qHTS for Inhibitors of Tau Fibril Formation, Thioflavin T Binding | AID 1460, 2008 | recombinant tau K18 P301L (four-repeat tau fragment), heparin-induced fibrillization, ThT fluorescence | 270,000 compounds, 2.1% hits | Potency, µM (doses to about 57.4 µM), inactives show at the top dose activity, negative = inhibition, actives largely listed as inhibitors; note: % is set by controls: 0 for no effect and ±100 for the full control effect; nearly all actives have a fitted effect of over 55% in size
Target sequence (P10636 561-689 P618L limits assumed): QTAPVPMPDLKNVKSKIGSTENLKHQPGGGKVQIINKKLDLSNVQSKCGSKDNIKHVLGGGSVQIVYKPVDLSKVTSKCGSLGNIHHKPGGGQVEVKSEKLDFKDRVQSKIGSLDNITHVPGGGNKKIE
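K18 P301L tau (15 uM + 0.24 uM Alexa 594-tagged), heparin 20 uM, NaOAc pH 7, 6 h 37 C; ThT 30 uM, 1 h RT, ex 450/em 510 nm.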
GAA glycogen = qHTS Assay for Inhibitors and Activators of Human alpha-Glucosidase Cleavage of Glycogen; recombinant GAA, glycogen substrate, Amplex Red glucose oxidase fluorescence; Potency, µM (highest dose often 76.4 µM), without a hit: at the top dose activity change, negative = inhibition, hits mostly inhibitors; 300,000 compounds, 0.38% hits;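 note: 0% = full enzyme reaction and -100% = no-enzyme basal signal; the screen sought inhibitors and activators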
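qHTS, 1536-well; enzyme 4 nM final; cpd up to 77 uM; substrate bovine liver glycogen 30 ug; 50 mM citrate/phosphate pH 5.0, 0.01% Tween-20; 37 C, 40 min; Amplex Red detection 45 min RT; Hill fit → AC50.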
Tau FP inhib = qHTS for Inhibitors of Tau Fibril Formation, Fluorescence Polarization. Microtubule-associated protein tau (Homo sapiens), P10636. K18 P301L tau heparin fibrillization, Alexa594 FP, 6 h. Potency, µM (series often up to 57.7 µM), inactives show top-dose activity, negative = inhibition, hits mostly inhibitors. 280,000 compounds, 0.39% hits; note: % is set by controls: 0 for no effect and ±100 for the full control effect; nearly all actives have a fitted effect of over 55% in size
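K18 P301L tau (15 uM unlabeled/0.24 uM Alexa 594-labeled, final) + compound + heparin 20 uM final; 100 mM NaOAc pH 7; 6 hr 37 C; ThT 30 uM final added, 1 hr RT; FP ex 555/em 632 nm.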
GAA inhib = qHTS Assay for Inhibitors of Human alpha-Glucosidase as a Potential Chaperone Treatment of Pompe Disease; Lysosomal alpha-glucosidase (Homo sapiens), P10253; purified human GAA, 4-MU-alpha-glucoside fluorescence; Potency, µM (highest dose often 76.9 µM), without a hit: top-dose activity change, negative = inhibition, actives largely listed as inhibitors; 200,000 compounds, 0.005% hits; AID 1466, 2008;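 note: plate controls were uninhibited enzyme wells for no effect and no-enzyme background for full effect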
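qHTS format, compound range up to 77 uM. Human lysosomal enzyme at 4 nM, 400 uM 4-MU glucoside substrate, pH 5.0, 20 min room temperature; fluorescence after alkaline stop gives activity normalized to controls.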
GLA spleen mod = qHTS Assay for Inhibitors and Activators of Human alpha-Galactosidase From Spleen Homogenate | 240,000 compounds, 0.008% hits | human spleen homogenate, 4MU-alpha-Gal fluorescence, 40 min | AID 2107, 2009 | Potency, µM (highest dose often 80 µM), inactives show at the highest dose activity change, negative = inhibition, usual class: inhibitors;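 note: 0% = enzyme with vehicle and -100% = no enzyme basal signal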
Target sequence (P06280 32-429 limits assumed): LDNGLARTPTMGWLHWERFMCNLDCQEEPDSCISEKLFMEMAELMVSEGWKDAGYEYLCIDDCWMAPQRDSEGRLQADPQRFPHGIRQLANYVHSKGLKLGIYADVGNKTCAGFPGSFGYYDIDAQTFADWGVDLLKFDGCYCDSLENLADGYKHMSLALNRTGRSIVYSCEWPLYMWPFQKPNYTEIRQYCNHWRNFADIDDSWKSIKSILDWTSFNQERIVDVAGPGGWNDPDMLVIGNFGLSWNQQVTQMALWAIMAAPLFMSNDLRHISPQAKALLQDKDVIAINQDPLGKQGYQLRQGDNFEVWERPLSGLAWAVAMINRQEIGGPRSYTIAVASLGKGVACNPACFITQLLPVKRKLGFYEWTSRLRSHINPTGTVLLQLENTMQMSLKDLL
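qHTS titration in buffer at pH 5.0. Alpha-galactosidase activity in spleen homogenate was measured via 4-methylumbelliferone release from 1 mM fluorogenic substrate after 40 min at 37C and a pH 10 stop. AC50 came from Hill fits of control-normalized data.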
Starred values were filed as active, the others as inactive; [ ] = another dose, or the depositor's remark. Calls come from the whole dose curve; as a rule, active = well fitted curve in the direction sought with a large enough effect; inconclusive = small, poorly fitted or top-dose-only effect, or another doubt; inactive = no such curve, though single readings can be large; an effect the other way counts as inactive or inconclusive. Potency is the fitted concentration of half-maximal effect.

How did COc1cc(NC(=O)COC(=O)c2ccc(C)c(S(=O)(=O)N3CCCCC3)c2)c(C)cc1[N+](=O)[O-] do in these assays?
aGlu spleen mod: -3%; Tau fluor counter: inconclusive; HTT cytoprotect: -5%[10 µM]; Tau fibril ThT: -1%; GAA glycogen: 0%; Tau FP inhib: -2%; GAA inhib: -14%; GLA spleen mod: -6%

What do the screens show for `O=C(CN1C(=O)C2C3C=CC(C3)C2C1=O)NCc1ccco1` (stereo not drawn)?
aGlu spleen mod: -2%; Tau fluor counter: 10%; HTT cytoprotect: -12%[10 µM]; Tau fibril ThT: 14%; GAA glycogen: 10%; Tau FP inhib: 12%; GAA inhib: 0%; GLA spleen mod: -4%

Results for CCOc1ccc(N2C(=O)/C(=C/c3ccccc3)N=C2SC)cc1 ?
aGlu spleen mod: 3%; Tau fluor counter: -9%; HTT cytoprotect: -11%; Tau fibril ThT: 6%; GAA glycogen: 4%; Tau FP inhib: -19%; GAA inhib: 0%; GLA spleen mod: 2%

Results for CCN(CC)c1ccc(-c2nc3cnccn3c2NC2CCCC2)cc1 ?
aGlu spleen mod: -7%; Tau fluor counter: -22%; HTT cytoprotect: -49%[inhibitor]; Tau fibril ThT: -7%; GAA glycogen: 9.9µM*; Tau FP inhib: 8%; GAA inhib: 3%; GLA spleen mod: 12%

Results for CC(=O)Nc1c(C)nn(-c2ccc(C)c(C)c2)c1C ?
aGlu spleen mod: 8%; Tau fluor counter: 3%; HTT cytoprotect: -8%; Tau fibril ThT: 6%; GAA glycogen: 8%; Tau FP inhib: -4%; GAA inhib: -14%; GLA spleen mod: 3%

How did COCc1c(C(=O)OCC(=O)N2c3ccccc3CC2C)oc2ccccc12 (stereo not drawn) do in these assays?
aGlu spleen mod: -3%; Tau fluor counter: -17%; HTT cytoprotect: 22%; Tau fibril ThT: -9%; GAA glycogen: -3%; Tau FP inhib: -8%; GAA inhib: -3%; GLA spleen mod: -3%

How did O=C(Cn1nnc(-c2cccs2)n1)N1CCOCC1 do in these assays?
aGlu spleen mod: -7%; Tau fluor counter: 1%; HTT cytoprotect: -28%; Tau fibril ThT: -4%; GAA glycogen: 5%; Tau FP inhib: 9%; GAA inhib: 11%; GLA spleen mod: 3%

What do the screens show for `C=CCNc1sc(C(=O)c2cccs2)c(N)c1C#N`?
aGlu spleen mod: 1%; Tau fluor counter: -6%; HTT cytoprotect: -13%[10 µM]; Tau fibril ThT: -5%; GAA glycogen: -2%; Tau FP inhib: 0%; GAA inhib: 4%; GLA spleen mod: -2%

How did Cc1cc(C(=O)OCC(=O)N2c3ccccc3NC(=O)C2(C)C)c(C)n1-c1ccccc1 do in these assays?
aGlu spleen mod: 5%; Tau fluor counter: -22%; HTT cytoprotect: 6%[1.9 µM]; Tau fibril ThT: -4%; GAA glycogen: -7%; Tau FP inhib: 2%; GAA inhib: inconclusive; GLA spleen mod: 14%

Results for O=C(c1ccco1)c1coc2c1cc(O)c1ccccc12 ?
aGlu spleen mod: 4%; Tau fluor counter: inconclusive; HTT cytoprotect: 11%[10 µM]; Tau fibril ThT: 3.5µM*; GAA glycogen: -17%; Tau FP inhib: -1%; GAA inhib: 8%; GLA spleen mod: 0%

What do the screens show for `COc1ccc(N2CCC(CNC(=O)Nc3ccc(C)c(C)c3)C2)cc1` (stereo not drawn)?
aGlu spleen mod: -5%; Tau fluor counter: inconclusive; HTT cytoprotect: -1%; Tau fibril ThT: inconclusive; GAA glycogen: -17%; Tau FP inhib: 9%; GAA inhib: -5%; GLA spleen mod: 3%

Results for O=c1nc(/C=C/c2cc([N+](=O)[O-])ccc2Cl)cc(C(F)(F)F)[nH]1 ?
aGlu spleen mod: 6%; Tau fluor counter: inconclusive; HTT cytoprotect: 7%[10 µM]; Tau fibril ThT: inconclusive; GAA glycogen: -5%; Tau FP inhib: -2%; GAA inhib: 1%; GLA spleen mod: -3%

What do the screens show for `CC(C)(C)CC(=O)Nc1ccc(S(=O)(=O)N2CCCC2)cc1`?
aGlu spleen mod: 1%; Tau fluor counter: -12%; HTT cytoprotect: -20%[10 µM]; Tau fibril ThT: -8%; GAA glycogen: 6%; Tau FP inhib: 0%; GAA inhib: -3%; GLA spleen mod: 7%

What do the screens show for `CN1CCc2c(n(CC(O)CN3CCN(CCO)CC3)c3ccccc23)C1=O` (stereo not drawn)?
aGlu spleen mod: -1%; Tau fluor counter: -7%; HTT cytoprotect: -32%; Tau fibril ThT: -10%; GAA glycogen: 6%; Tau FP inhib: -6%; GAA inhib: -13%; GLA spleen mod: 5%

How did NCCCCCc1nnc(SCc2ccccc2Cl)o1 do in these assays?
aGlu spleen mod: 8%; Tau fluor counter: -4%; HTT cytoprotect: -9%[0.074 µM]; Tau fibril ThT: -16%; GAA glycogen: 6%; Tau FP inhib: -10%; GAA inhib: 5%; GLA spleen mod: 14%

How did O=C1CCC([N+](=O)[O-])C(c2ccc(Br)cc2)N1 (stereo not drawn) do in these assays?
aGlu spleen mod: 6%; Tau fluor counter: 6%; HTT cytoprotect: 4%[0.074 µM]; Tau fibril ThT: 0%; GAA glycogen: 7%; Tau FP inhib: -1%; GAA inhib: 6%; GLA spleen mod: 3%

What do the screens show for `O=C(CCc1ccccc1)c1nnc(-c2ccccc2)o1`?
aGlu spleen mod: -5%; Tau fluor counter: -7%; HTT cytoprotect: 12%; Tau fibril ThT: -11%; GAA glycogen: -16%; Tau FP inhib: 0%; GAA inhib: -12%; GLA spleen mod: -10%

How did COc1ccc2c(c1)C1(C)CC(C)(C)N2C(=O)N1c1ccccc1 (stereo not drawn) do in these assays?
aGlu spleen mod: -20%; Tau fluor counter: -4%; HTT cytoprotect: -7%; Tau fibril ThT: 3%; GAA glycogen: -6%; Tau FP inhib: -10%; GAA inhib: -3%; GLA spleen mod: -6%

How did Nc1ncnc(NNC(=O)CNC(=O)c2c(F)cccc2Cl)c1[N+](=O)[O-] do in these assays?
aGlu spleen mod: -4%; Tau fluor counter: -4%; HTT cytoprotect: -21%; Tau fibril ThT: -15%; GAA glycogen: 2%; Tau FP inhib: 0%; GAA inhib: 2%; GLA spleen mod: -4%

What do the screens show for `COc1ccc(C(=O)OCC(=O)Nc2ccc(F)c(F)c2)cc1OC`?
aGlu spleen mod: -5%; Tau fluor counter: -14%; HTT cytoprotect: 2%; Tau fibril ThT: -12%; GAA glycogen: 3%; Tau FP inhib: -9%; GAA inhib: -1%; GLA spleen mod: -1%

The last 2 compounds of the section before open the next one:
How did Nc1ncnc(NNC(=O)CNC(=O)c2c(F)cccc2Cl)c1[N+](=O)[O-] do in these assays?
aGlu spleen mod: -4%; Tau fluor counter: -4%; HTT cytoprotect: -21%; Tau fibril ThT: -15%; GAA glycogen: 2%; Tau FP inhib: 0%; GAA inhib: 2%; GLA spleen mod: -4%

What do the screens show for `COc1ccc(C(=O)OCC(=O)Nc2ccc(F)c(F)c2)cc1OC`?
aGlu spleen mod: -5%; Tau fluor counter: -14%; HTT cytoprotect: 2%; Tau fibril ThT: -12%; GAA glycogen: 3%; Tau FP inhib: -9%; GAA inhib: -1%; GLA spleen mod: -1%

What do the screens show for `COC(=O)[C@@H](NC(=O)NC1CCCc2ccccc21)C(C)C` (stereo partly drawn)?
aGlu spleen mod: 1%; Tau fluor counter: 1%; HTT cytoprotect: -27%; Tau fibril ThT: -1%; GAA glycogen: 2%; Tau FP inhib: -4%; GAA inhib: -5%; GLA spleen mod: -2%

Results for N#Cc1cccc(-c2nnc(SCc3ccccc3C#N)o2)c1 ?
aGlu spleen mod: -15%; Tau fluor counter: -13%; HTT cytoprotect: 13%[10 µM]; Tau fibril ThT: -2%; GAA glycogen: 8%; Tau FP inhib: 8%; GAA inhib: inconclusive; GLA spleen mod: 2%

Results for O=C(O)c1cccc(N=NN2CCOCC2)c1 ?
aGlu spleen mod: 2%; Tau fluor counter: -9%; HTT cytoprotect: 17%[10 µM]; Tau fibril ThT: inconclusive; GAA glycogen: -1%; Tau FP inhib: inconclusive; GAA inhib: 15%; GLA spleen mod: 12%

What do the screens show for `COc1ccc(-c2noc(N3CCC(C(=O)N4CCN(c5ccccc5F)CC4)CC3)n2)cc1`?
Tau fluor counter: -10%; Tau fibril ThT: inconclusive; GAA glycogen: -12%[76.3 µM]; Tau FP inhib: inconclusive

Results for O=C(c1cc2ccccc2o1)N1CCC(N2CCC(C(=O)N3CCCC3)CC2)CC1 ?
aGlu spleen mod: 1%; Tau fluor counter: 9%; HTT cytoprotect: 2%[10 µM]; Tau fibril ThT: 5%; GAA glycogen: 10%; Tau FP inhib: -1%; GAA inhib: -3%; GLA spleen mod: -3%

What do the screens show for `CCOc1ccc(C(=O)NC(=S)Nc2cccnc2)cc1`?
aGlu spleen mod: 0%; Tau fluor counter: 8%; HTT cytoprotect: -9%[10 µM]; Tau fibril ThT: -6%; GAA glycogen: -3%; Tau FP inhib: 3%; GAA inhib: -24%; GLA spleen mod: -2%

How did O=C(O)c1cc(S(=O)(=O)Nc2ccc(N3CCCCC3)cc2)ccc1Cl do in these assays?
aGlu spleen mod: -2%; Tau fluor counter: -6%; HTT cytoprotect: -18%; Tau fibril ThT: -8%; GAA glycogen: -10%; Tau FP inhib: -4%; GAA inhib: 2%; GLA spleen mod: -5%
